# Source: PubChem BioAssay (National Center for Advancing Translational Sciences (NCATS))
# GLS inh: qHTS for Inhibitors of Glutaminase (GLS). Glutaminase kidney isoform, mitochondrial (Homo sapiens), O94925. GLS enzymatic activity, qHTS titration. Potency, µM (top dose mostly 45.5 µM), for the others: top-dose activity change, negative = inhibition, most hits filed as inhibitors. actives 0.21% (n = 410,000). AID 624170, 2012; note: potency is the fitted concentration of half-maximal effect; % is set by controls: 0 for no effect and ±100 for the full control effect
#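 Enzyme dispensed in phosphate buffer (45 mM, pH 8.2, 0.02% Tween-20), compounds pinned in, then 1 mM L-glutamine solution and the glutamate oxidase–HRP–Amplex Red mix added; fluorescence read immediately and again after 30 min at room temperature.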
# TrxR1 inh: qHTS Assay for Inhibitors of Mammalian Selenoprotein Thioredoxin Reductase 1 (TrxR1): qHTS; Thioredoxin reductase 1, cytoplasmic (Rattus norvegicus), O89049; recombinant rTrxR1, NADPH fluorescence consumption, selenite substrate; Potency, µM (highest dose often 114 µM), without a hit: at the highest dose activity change, negative = inhibition, actives largely listed as inhibitors; actives 1% (n = 390,000); note: potency is the fitted concentration of half-maximal effect; % is set by controls: 0 for no effect and ±100 for the full control effect; nearly all actives have a fitted effect of over 65% in size
#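 Rat TrxR1 (90 nM in the dispensed reagent) was pre-reduced with 400 uM NADPH for 5 min at room temperature, then incubated with compound for 15 min. After 400 uM selenite was added, NADPH fluorescence (Ex 340/Em 450 nm) was followed for 8 min.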
# USP1-UAF1 inh: Inhibitors of USP1/UAF1: Primary Screen; recombinant USP1/UAF1, Ub-Rhodamine cleavage fluorescence; Ubiquitin carboxyl-terminal hydrolase 1 (Homo sapiens), O94782; actives 0.23% (n = 390,000); AID 743255, 2014; Potency, µM (highest dose often 57.1 µM), for inactives: at the highest dose activity change, negative = inhibition, actives largely listed as inhibitors; note: potency is the fitted concentration of half-maximal effect; % is set by controls: 0 for no effect and ±100 for the full control effect; nearly all actives have a fitted effect of over 60% in size; inactives centre near -12
#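 USP1/UAF1 complex at 1 nM was preincubated with compound for 15 min at room temperature, then Ub-Rho substrate (150nM final) was added. Fluorescence (480/540 nm) was read kinetically, 6 reads every 60 seconds.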
# Pin1 inh: qHTS Assay to Find Inhibitors of Pin1; Potency, µM (series often up to 115 µM), for inactives: at the top dose activity, negative = inhibition, most hits filed as inhibitors; AID 504891, 2011; actives 0.009% (n = 390,000); Peptidyl-prolyl cis-trans isomerase NIMA-interacting 1 (Homo sapiens), Q13526; Pin1 FP peptide displacement, HiFluor488, 10 min; active = well fitted inhibition curve with a large enough effect in the polarisation, with a control signal flat, not every such curve was filed as active; inconclusive = small, poorly fitted or top-dose-only effect, or effect the other way, or a change in a side signal; inactive = no such curve, though single readings can be large or run the other way; the % refers to the polarisation; note: potency is the fitted concentration of half-maximal effect; % is set by controls: 0 for no effect and ±100 for the full control effect
# TrxR1 substrate: qHTS Assay for Substrates of Mammalian Selenoprotein Thioredoxin Reductase 1 (TrxR1): qHTS. purified TrxR1 substrate turnover, NADPH consumption readout. Potency, µM (doses to about 114 µM), for inactives: at the highest dose activity change, negative = substrate turnover. actives 0.01% (n = 390,000); note: potency is the fitted concentration of half-maximal effect; % is set by controls: 0 for no effect and ±100 for the full control effect; nearly all actives have a fitted effect of over 50% in size
#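 Rat TrxR1, dispensed at 90 nM, was prereduced with 400 uM NADPH (final) for 5 min at ~22 deg C, then incubated with compound 15 min before 400 uM selenite. A first-read NADPH fluorescence drop versus no-compound background flagged substrates.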
# IDH1 R132H inh: qHTS for Inhibitors of mutant isocitrate dehydrogenase 1 (IDH1): qHTS; Isocitrate dehydrogenase [NADP] cytoplasmic (Homo sapiens), O75874; IDH1-R132H enzyme, NADPH consumption, diaphorase/resazurin fluorescence; Potency, µM (titrated, usually from 76.6 µM), for the others: top-dose activity change, negative = inhibition, actives largely listed as inhibitors; actives 0.093% (n = 390,000); AID 602179, 2012; note: potency is the fitted concentration of half-maximal effect; % is set by controls: 0 for no effect and ±100 for the full control effect; nearly all actives have a fitted effect of over 65% in size
# Target sequence (O75874 whole entry R132H, stated change not applied): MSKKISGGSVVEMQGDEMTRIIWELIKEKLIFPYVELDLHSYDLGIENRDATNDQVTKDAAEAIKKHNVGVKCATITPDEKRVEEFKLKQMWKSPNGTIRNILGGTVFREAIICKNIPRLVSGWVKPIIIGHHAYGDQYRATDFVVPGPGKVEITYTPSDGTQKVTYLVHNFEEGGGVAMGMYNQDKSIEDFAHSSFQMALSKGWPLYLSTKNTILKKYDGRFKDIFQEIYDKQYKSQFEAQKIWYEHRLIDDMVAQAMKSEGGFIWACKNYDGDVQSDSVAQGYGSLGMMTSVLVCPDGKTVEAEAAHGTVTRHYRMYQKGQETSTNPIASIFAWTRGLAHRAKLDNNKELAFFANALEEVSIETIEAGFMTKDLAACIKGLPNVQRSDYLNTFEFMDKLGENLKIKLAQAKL
#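 IDH1-R132H (0.5 ug/mL) preincubated 30 min with compound, then NADPH (0.016 mM) and alpha-KG (2 mM) added; 80 min at RT, pH 7.5. Remaining NADPH coupled via diaphorase/resazurin to fluorescence (540/590 nm); concentration-response curves normalized to no-enzyme control.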
# HP1b chromo inh: HTS for Inhibitors of HP1-beta Chromodomain Interactions with Methylated Histone Tails; actives 0.56% (n = 390,000); Chromobox protein homolog 1 (Homo sapiens), P83916; AlphaScreen HP1-beta / biotin-H3K9me3 peptide binding; Potency, µM (top dose mostly 114 µM), for the others: at the top dose activity change, negative = inhibition, usual class: inhibitors; note: potency is the fitted concentration of half-maximal effect; nearly all actives have a fitted effect of over 70% in size; inactives centre near 23
# Target sequence (P83916 whole entry, looked up): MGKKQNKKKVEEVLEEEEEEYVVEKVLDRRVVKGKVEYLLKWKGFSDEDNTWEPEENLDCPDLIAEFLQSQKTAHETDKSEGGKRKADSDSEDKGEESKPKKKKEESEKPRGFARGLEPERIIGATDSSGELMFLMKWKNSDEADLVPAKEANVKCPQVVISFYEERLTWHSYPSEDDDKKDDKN
#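 Compound inhibition of the preformed complex between 50 nM HP1-beta and 50 nM biotinylated H3K9me3 peptide was read by AlphaScreen. Buffer was PBS pH 7.4 with 0.01% Tween-20. Incubations ran 30 min at room temperature, with 10 ug/mL donor/acceptor beads.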
# PI4K2A inh: qHTS for small molecular inhibitors of PI4K2A. AID 1346378, 2018. Phosphatidylinositol 4-kinase type 2-alpha (Homo sapiens), Q9BTU6. purified PI4K2A, ADP-Glo luminescence, 1 h; active compounds read low. activity change, negative = inhibition, % at 76.9 µM. actives 0.13% (n = 420,000); in the data active = activity change below about -50%; inconclusive = mostly about -30% to -49%;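 note: -100% = wells without enzyme as full effect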
#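 Compounds are screened against recombinant PI4K2A using PI as substrate and ATP, the latter dispensed at 300 microM. Reactions run one hour at ambient temperature before ADP-Glo detection; full inhibition defined by wells lacking enzyme.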
# Tb PGK inh: qHTS Assay to Find Inhibitors of Phosphoglycerate Kinase; Phosphoglycerate kinase, glycosomal (Trypanosoma brucei brucei), P07378; PGK/GAPDH coupled, Kinase-Glo luminescence, 60 min; Potency, µM (doses to about 57.5 µM), for the others: top-dose activity change, negative = inhibition, hits mostly inhibitors; actives 0.043% (n = 380,000); AID 602233, 2012; note: potency is the fitted concentration of half-maximal effect; % is set by controls: 0 for no effect and ±100 for the full control effect; nearly all actives have a fitted effect of over 60% in size
# Target sequence (P07378 whole entry, looked up): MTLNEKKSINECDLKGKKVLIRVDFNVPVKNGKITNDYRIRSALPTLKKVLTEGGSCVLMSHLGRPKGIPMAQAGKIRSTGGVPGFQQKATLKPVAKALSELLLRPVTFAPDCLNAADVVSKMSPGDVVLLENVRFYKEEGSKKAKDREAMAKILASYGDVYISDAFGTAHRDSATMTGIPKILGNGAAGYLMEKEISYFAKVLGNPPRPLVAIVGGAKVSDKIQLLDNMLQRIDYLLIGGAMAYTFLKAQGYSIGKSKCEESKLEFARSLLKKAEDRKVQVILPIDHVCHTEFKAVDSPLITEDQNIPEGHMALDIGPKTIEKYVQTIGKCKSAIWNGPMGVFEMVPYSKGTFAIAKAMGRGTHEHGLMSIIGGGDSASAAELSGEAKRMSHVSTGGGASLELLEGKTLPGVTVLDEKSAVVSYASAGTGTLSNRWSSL
#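 Luminescent ATP detection (Kinase-Glo Plus) follows a 60-minute room-temperature incubation, with wells lacking PGK as controls. Buffer: 100 mM TEA (pH 7.6), 5 mM MgCl2, 0.01% Tween-20. Coupling enzyme GAPDH (100 nM final) supplies unstable 1,3-BPG in-well.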
# The depositor's hits bear a star; i = inactive; ? = inconclusive; / = not tested or not shown; [ ] = dose if it differs, or a comment. Unless noted, calls come from the whole dose curve; as a rule, active = well fitted curve in the direction sought with a large enough effect; inconclusive = small, poorly fitted or top-dose-only effect, or another doubt; inactive = no such curve, though single readings can be large; an effect the other way counts as inactive or inconclusive.
# Below each SMILES – PI4K2A inh	USP1-UAF1 inh	Tb PGK inh	IDH1 R132H inh	GLS inh	TrxR1 inh	TrxR1 substrate	Pin1 inh	HP1b chromo inh
1	CCCCNC(=O)C1CCN(S(=O)(=O)c2cnc[nH]2)CC1
  5	0%	8%	1%	9%	-2%	-2%	0%	41%[activator]
2	CCOC(=O)Cc1csc(NS(=O)(=O)c2ccc(C(F)(F)F)cc2)n1
  1	-17%	i	3%	-6%	2%[57.1 µM]	2%[57.1 µM]	2%	52%[activator]
3	CCCCNS(=O)(=O)c1ccc2nc(SCC(N)=O)[nH]c2c1
  -5	-12%	0%	5%	0%	20%	-2%	0%	7%[57 µM]
4	CCN(CC)Cc1nc2nc(Cl)c(Cl)nc2[nH]1
  8	?	i	8%	-12%	/	/	/	/
5	O=C(O)CCSc1ccccn1
  6	-8%	-3%	-6%	6%	-7%	-2%	0%	17%
6	CCOc1ccc(CCNC(=O)c2ccc3c(c2)N(Cc2ccc(C)cc2)CCS3)cc1
  0	-14%	8%	-16%	3%	53%[activator]	44%[activator]	0%	19%
7	O=C(CSc1cn(CCNC(=O)c2c(F)cccc2F)c2ccccc12)NCC1CCCO1 (stereo unspecified)
  -4	0%	-7%	-1%	3%	3%	2%	-3%	11%
8	COc1ccccc1N1CCN(C(=O)c2cc(C(=O)N3CCN(c4ccccc4OC)CC3)cc([N+](=O)[O-])c2)CC1
  -1	-20%	-8%	1%	3%	22%	4%	-3%	18%
9	CCCN(CCC)Cc1c(C(=O)N/N=C/C(C)=C\c2ccccc2)nnn1-c1nonc1N
  -4	-25%	i	0%	0%	5%	-9%	-10%	4%
10	COc1ccccc1C(=O)COC(=O)CN1C(=O)c2ccccc2C1=O
  -1	-7%	0%	-1%	-1%	24%	2%	-4%	40%[activator]
11	CC1c2[nH]c3ccccc3c2C[C@H]2C(=O)N(CCO)CC(=O)N12 (stereo partly specified)
  -3	-17%	-4%	-2%	0%	32%	5%	-2%	20%
12	NC(=S)NNc1cccc2cccnc12
  ?	-17%	0%	6%	?	8%[57.1 µM]	8%[57.1 µM]	8%	-16%
13	COc1ccc(Cc2nc(-c3cccc(C)c3)no2)cc1
  3	-4%	-1%	6%	-11%	23%[57.1 µM]	-6%	-18%	248%[activator]
14	CCOCCCNC(=O)CNC(=S)N(Cc1ccc(C)cc1)Cc1ccco1
  5	?	23%	4%	1%	11%[57.1 µM]	-3%[57.1 µM]	4%	-13%
15	CC1(C)CC(=O)C(C=N)=C(O)C1
  -4	-8%	-3%	-1%	6%	3%[57.1 µM]	4%[57.1 µM]	-5%	18%
16	C#Cc1ccc(CN2CCC(Oc3ccc(C(=O)NCc4ccccn4)cc3)CC2)cc1
  8	-15%	-3%	2%	7%	-7%	-6%	-1%	-2%
17	Nc1cc([N+](=O)[O-])ccc1Nc1ccccc1
  -9	-12%	9%	3%	?	-13%[57.1 µM]	-17%[57.1 µM]	20%	-33%
18	Cc1ccccc1Cn1nnc2c(=O)[nH]c(C3CCN(C(=O)c4ccc(F)cc4)CC3)nc21
  0	-6%	i	37%[activator]	38%[activator]	-2%	-6%	-2%	46%[activator]
19	Cc1cc(C(=O)Nc2ccccc2C)on1
  -4	1%	3%	0%	-4%	-14%	-12%	6%	25%
20	CCN(CC(=O)NCc1cccs1)C(=O)/C=C/c1cc(Br)ccc1OC(F)F
  3	-7%	-6%	3%	4%	13%	0%	11%	38%
21	CCN(C(=O)COc1ncnc2ccc(Br)cc12)C1CCS(=O)(=O)C1 (stereo unspecified)
  4	-8%	-4%	3%	1%	14%[57.1 µM]	-10%	1%	29%
22	Cc1oc(-c2ccccc2F)nc1CSCC(=O)NC1CCC(C)CC1 (stereo unspecified)
  -5	-14%	0%	-3%	0%	9%	6%	-11%	23%
23	CN(C(=O)C1CCC(=O)N(C2CC2)C1)C1CCCCC1 (stereo unspecified)
  3	-10%	i	0%	-10%	6%	-3%	-1%	29%
24	CCOc1ccccc1NC(=O)C(OC(=O)c1cc(C)oc1C)c1ccccc1 (stereo unspecified)
  -7	-19%	-5%	11%	-3%	14%[57.1 µM]	2%[57.1 µM]	33%[activator]	45%[activator]
25	Cc1cccc(N2CCN(C(c3ccc(F)cc3)c3nnc(-c4ccccc4)o3)CC2)c1C (stereo unspecified)
  -2	?	0%	-13%	-2%	17%	3%	?	4%
26	COc1ccc(-c2nc3c(C#N)c[nH]n3c2NC2CCCC2)c(OC)c1
  1	?	0%	17%	13µM*	20%	7%	2%	-10%
27	Cc1ccc(CNC(=O)CCCc2nnc3n(CC(C)C)c(=O)c4sccc4n23)cc1
  0	9%	-10%	37%[activator]	-11%	38%[activator]	12%	-4%	1%
28	Cc1cc(C)cc(OCCOCCn2c(-c3ccc(Cl)cc3)nc3ccccc3c2=O)c1
  -7	-8%	-1%	8%	-1%	?	?	-17%	-5%
29	O=[N+]([O-])c1ccc(COc2ccc(-c3[nH]ncc3-c3ccc(Cl)cc3)c(O)c2)cc1
  6	4%	-3%	2%	7%	-8%	-12%	3%	20%
30	CC(Nc1n[nH]c(=O)[nH]c1=O)C(=O)N/N=C/c1ccccc1 (stereo unspecified)
  -3	-21%	-8%	-1%	8%	-4%	-2%	1%	35%[activator]

# GLS inh: what is marked active above
nr	Molecule	PI4K2A inh	USP1-UAF1 inh	Tb PGK inh	GLS inh	TrxR1 inh	TrxR1 substrate	Pin1 inh	HP1b chromo inh
26	COc1ccc(-c2nc3c(C#N)c[nH]n3c2NC2CCCC2)c(OC)c1	1	?	0%	13µM*	20%	7%	2%	-10%

# The listing continues.
# Below each SMILES – PI4K2A inh	USP1-UAF1 inh	Tb PGK inh	IDH1 R132H inh	GLS inh	TrxR1 inh	TrxR1 substrate	Pin1 inh	HP1b chromo inh
31	Cc1cc(Nc2ccccc2)c2c([N+](=O)[O-])c(C)cc(C)c2n1
  -1	-17%	2%	-2%	10%	4%	-3%	-2%	40µM*
32	COC(=O)CNC(=O)Cn1c(=O)n(Cc2ccc(F)cc2)c(=O)c2sccc21
  5	-4%	-4%	1%	5%	17%	4%	1%	25%
33	Cc1ccc(C)c(NC(=O)CN(C)C(=O)c2sccc2C)c1
  2	-2%	5%	1%	0%	22%	3%	-8%	-1%
34	O=C(CN1CCCC1)NC12CC3CC(CC(C3)C1)C2
  5	-12%	3%	-10%	16%	15%	2%	1%	18%
35	CCN(C(=O)c1cc2c(=O)[nH]c3ccc(C)cc3c2s1)c1ccccc1F
  4	-10%	1%	11%	-13%	13%	10%	3%	30%
36	O=C(Cc1c(Cl)cccc1Cl)NCCc1ccc(Cl)cc1
  -1	-16%	i	5%	-5%	3%[57.1 µM]	12%[57.1 µM]	1%	54%[activator]
37	CCC(c1nnc(SCC(=O)NCCc2ccc(Cl)cc2Cl)o1)N(C)C (stereo unspecified)
  -5	4%	1%	-8%	5%	14%	-5%	-4%	11%
38	Cc1ccc(NC(=O)C2CCN(S(=O)(=O)c3ccc(C(C)(C)C)cc3)CC2)cc1S(=O)(=O)N1CCOCC1
  4	-20%	i	2%	-11%	35%	-5%	10%	37%
39	COc1ccc(OC)c(S(=O)(=O)N2CCCC(N3CCN(c4ccccc4)CC3)C2)c1 (stereo unspecified)
  7	?	-8%	4%	5%	3%	-2%	0%	14%
40	Cc1ccc(C2=NNC(C(O)C(O)C(O)C(C)O)S2)cc1 (stereo unspecified)
  -8	-2%	0%	10%	11%	2%	3%	5%	-14%

# An excerpt from above in order of the TrxR1 substrate value, largest number first.
No.	Structure	TrxR1 substrate
32	COC(=O)CNC(=O)Cn1c(=O)n(Cc2ccc(F)cc2)c(=O)c2sccc21	4%
33	Cc1ccc(C)c(NC(=O)CN(C)C(=O)c2sccc2C)c1	3%
34	O=C(CN1CCCC1)NC12CC3CC(CC(C3)C1)C2	2%
39	COc1ccc(OC)c(S(=O)(=O)N2CCCC(N3CCN(c4ccccc4)CC3)C2)c1 (stereo unspecified)	-2%
31	Cc1cc(Nc2ccccc2)c2c([N+](=O)[O-])c(C)cc(C)c2n1	-3%
38	Cc1ccc(NC(=O)C2CCN(S(=O)(=O)c3ccc(C(C)(C)C)cc3)CC2)cc1S(=O)(=O)N1CCOCC1	-5%

# This is a subset; the hit share may differ from the screen's.
